# RTF Ca sens act – cardiac RTF calcium sensitivity activators, primary screen, biochemical, IANBD-TnC fluorescence, EC20 calcium; activation, % at 7.2 µM; Troponin I, cardiac muscle (Homo sapiens) + Troponin T, cardiac muscle (Homo sapiens) + …; IANBD-labeled TnC RTF fluorescence at EC20 calcium; 0% EC20 calcium, 100% full calcium; hit rate 0.24% among 340,000;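 active = activation above the mean over all tested compounds plus 3 SD, cut at about 30% in these data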;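 also: rise in fluorescence read as greater calcium sensitivity of cardiac thin filaments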
# Wnt bcat act – Wnt/beta-catenin pathway activators, primary screen, cell-based, plate reader, single point; Wnt/beta-catenin reporter cell assay, activator; activation, % at 9.35 µM; hit rate 1.2% among 300,000; in the data active = activation above about 30%, passing the limit was not always enough;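 also: 0% = neutral control wells and 100% = positive control wells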
# dFosB act – activators of delta FosB homodimer, primary screen, biochemical, fluorescence polarization, TAMRA-CDK5 oligo, single point; Protein FosB (Mus musculus), P13346; purified delta FosB; percent of positive-control signal above neutral wells; activation, % at 25 µM; hit rate 0.99% among 340,000; AID 493131, 2011;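 active = mean activation above about 17%, with every replicate also reaching it, limit read from the data, passing the limit was not always enough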;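 also: fluorescence polarization rise as delta FosB binds a TAMRA Cdk5 AP-1 oligo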
# Target sequence (P13346 whole entry, looked up): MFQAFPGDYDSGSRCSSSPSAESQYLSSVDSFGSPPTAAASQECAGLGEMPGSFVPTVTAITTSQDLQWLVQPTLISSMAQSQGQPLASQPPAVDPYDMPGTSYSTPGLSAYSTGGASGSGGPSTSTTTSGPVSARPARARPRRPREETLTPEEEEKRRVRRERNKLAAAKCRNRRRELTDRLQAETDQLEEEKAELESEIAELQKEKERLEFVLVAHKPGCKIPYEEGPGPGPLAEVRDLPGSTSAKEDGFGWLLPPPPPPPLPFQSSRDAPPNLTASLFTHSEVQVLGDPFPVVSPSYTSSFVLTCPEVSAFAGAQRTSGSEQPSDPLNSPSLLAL
# MITF act – activators of MITF-driven TRPM1 promoter reporter, primary screen, cell-based, SK-MEL-5, luciferase, single point; SK-MEL-5 TRPM1-promoter luciferase, 24 h; % of positive control, neutral wells = 0; activation, % at 12.5 µM; hit rate 0.75% among 300,000; AID 588334, 2011;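 active = mean activation of at least 80% with every replicate also reaching 80%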;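 also: 0% = neutral control wells and 100% = parthenolide positive control wells; values of inactives mirror those of a sister screen read the other way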
# CAL PDZ FP-1 – CAL PDZ peptide-binding inhibitors, primary screen, biochemical, fluorescence polarization, Cer-tagged CAL PDZ, HTS; AID 504414, 2011; purified CAL PDZ, TMR-peptide fluorescence polarization, 1 h; inhibition, % at 20 µM; Golgi-associated PDZ and coiled-coil motif-containing protein (Homo sapiens), Q9HD26; hit rate 0.02% among 330,000;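 active = highest replicate inhibition of at least 40%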;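 also: plate controls were DMSO neutral control wells for no effect and unlabeled competitor peptide control wells for full effect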
#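 material = purified tagged CAL PDZ domain construct (CerCALP) | buffer or medium = sodium phosphate/NaCl buffer pH 7.4 with TCEP, IgG, Thesit | reagent = TMR-labelled reporter peptide T*-PRC34 bound in PDZ groove | incubation = 1 h room-temperature incubation prior to read | measured by = fluorescence polarization (mP) | evaluation = percent inhibition from loss of millipolarization | control set = unlabelled peptide and DMSO controls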
# V-ATPase pHluor – regulators of yeast V-ATPase proton pumping, primary screen, pHLuorin cytosolic pH fluorescence; hit rate 0.37% among 350,000; S. cerevisiae; AID 504577, 2011; response, % at 10 µM; in the data active = response mostly above about 7.3%, no sharp cut-off; inactive = mostly below about 5.4%; also: actives read high; inactives centre near 0; some compounds called inactive have numbers as strong as hits
# Rtt109 Vps75 – inhibitors of C. albicans Rtt109/Vps75 HAT, primary screen, biochemical, ThioGlo CoA-SH fluorescence, plate reader; Histone acetyltransferase RTT109 (Candida albicans (strain SC5314 / ATCC MYA-2876)), …; purified Rtt109/Vps75, 4 h; inhibition, % at 34.9 µM; hit rate 0.16% among 330,000; AID 540336, 2011;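 active = inhibition of at least 50% in every replicate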
# Target sequence (Q5AAJ8 whole entry, looked up): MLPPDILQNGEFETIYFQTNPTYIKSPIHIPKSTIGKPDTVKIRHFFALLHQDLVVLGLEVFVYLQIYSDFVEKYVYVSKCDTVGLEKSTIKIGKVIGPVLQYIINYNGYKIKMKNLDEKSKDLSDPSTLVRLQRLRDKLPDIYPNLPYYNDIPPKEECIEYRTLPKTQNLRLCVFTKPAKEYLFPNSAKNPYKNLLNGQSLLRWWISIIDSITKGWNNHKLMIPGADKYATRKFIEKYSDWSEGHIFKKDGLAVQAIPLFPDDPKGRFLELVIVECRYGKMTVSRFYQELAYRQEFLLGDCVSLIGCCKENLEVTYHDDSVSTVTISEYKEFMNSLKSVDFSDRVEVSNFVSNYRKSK
# CAL PDZ FP-2 – untagged CAL PDZ binding inhibitors, primary screen, biochemical, fluorescence polarization, HTS; Golgi-associated PDZ and coiled-coil motif-containing protein (Homo sapiens), Q9HD26; purified CAL PDZ, TMR-peptide fluorescence polarization, 1 h; inhibition, % at 24.9 µM; hit rate 0.92% among 300,000; AID 602252, 2012;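 active = mean inhibition of at least 30% with at least half of replicates also reaching 30%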;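 also: 0% = DMSO neutral control and 100% = excess unlabeled competitor peptide PRC23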
# CDK5 p35 inh – inhibitors of human CDK5/p35 kinase, primary screen, biochemical, single concentration | Cyclin-dependent kinase 5 (Homo sapiens) + Cyclin-dependent kinase 5 activator 1 (Homo … | Recombinant CDK5/p35, ADP-Glo luminescence, 60 min | inhibition, % at 10 µM | hit rate 0.01% among 330,000;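 active = highest replicate inhibition of at least 50% and at least 75% of replicates reaching 50%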;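 also: plate controls were DMSO neutral control for no effect and GW8510 at 10 µM for full effect; many of its hits are not listed in these tables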
# Tat transport – E. coli Tat export inhibitors, primary screen, MC4100, TorA-mCherry reporter, fluorescence, single point. inhibition, % at 10 µM. hit rate 0.036% among 340,000. AID 488895, 2010;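 active = mean replicate inhibition at least 50% and at least half of replicates individually reaching 50%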;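 also: exported cargo escapes ClpAP degradation while cytoplasmic cargo is degraded and loses fluorescence; 0% = median of neutral control wells and 100% = median of NaSCN control wells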
# * = called active by the depositor; . = no result given. An unsorted share of the library. Share with any hit: about 4.1%.
# Value order – Tat transport, dFosB act, Wnt bcat act, V-ATPase pHluor, CAL PDZ FP-1, RTF Ca sens act, CAL PDZ FP-2, CDK5 p35 inh, Rtt109 Vps75, MITF act
Cc1ccc(S(=O)(=O)N(C)C)cc1NC(=O)COC(=O)C1CCN(S(=O)(=O)c2cccs2)CC1
    2, -9, -3, -2, -3.5, -1, -1, -0.1, 1, -9
O=C1c2ccccc2OC2(C=Cc3ccccc3O2)N1Cc1ccccc1 (stereo not given)
    10, -5, ., 3, 0.1, 10, 0, -4.4, 2, -11
Cc1noc(C)c1COc1ccc(C(=O)OCC(=O)Nc2cccc(S(=O)(=O)N3CCOCC3)c2)cc1
    -1, -3, 1, -2, 0.7, -2, 1, 0.1, 5, 9
CCOC(=O)C1=C(CSc2nc(C)ccc2C#N)OC(N)=C(C#N)C1c1cccc(OC)c1OC (stereo not given)
    3, -15, ., -1, -0.8, -3, -2, 0.5, 21, -14
O=C(NN1C(=O)C2C3C=CC(C4CC34)C2C1=O)c1ccc(Cl)c(Cl)c1 (stereo not given)
    5, -9, ., 4, -0.6, 4, -3, -2.7, -2, -15
CSc1cccc(CN2CCC(CO)(Cc3ccccc3)CC2)c1
    -1, -3, -2, 1, -1.4, 1, -1, 1.7, -9, 14
CC1CCCC(C)N1C(=O)c1cc(-c2ccco2)on1 (stereo not given)
    -9, -9, 4, 3, -3.6, 0, 6, 7.6, 5, 32
COC(=O)C(C)n1cnc2c(nnn2-c2ccc(F)cc2)c1=O (stereo not given)
    1, -3, 0, 2, -1.2, 1, ., -0.7, 2, .
COc1cc(/C=C/C(=O)OC2CC3CCC2(C)C3(C)C)ccc1O (stereo not given)
    14, -5, -1, 0, -0.4, 7, 1, -1.2, 11, 10
O=C(Nc1ccccc1)c1ccc(NCC2CCCO2)c([N+](=O)[O-])c1 (stereo not given)
    -1, 3, 15, 0, -3.2, -6, -1, -0.5, -2, 39
N/C(=N\O)c1cn(Cc2ccccc2Cl)c2ccccc12
    5, -4, 0, 2, -0.3, 2, 1, -0.6, -7, -8
Cc1occc(=O)c1OCc1ccc(Cl)cc1Cl
    -6, 2, 12, 4, -2.1, -3, -4, -0.3, -3, .
COc1cccc(C(C)NC(=S)NCc2ccc(Cl)cc2)c1 (stereo not given)
    1, -1, -1, -2, -2.0, -5, -1, 0.8, 9, -3
CCNc1c(NS(=O)(=O)c2ccc(Br)s2)c(=O)oc2ccccc12
    0, -3, 2, 0, -0.9, -2, -3, -0.7, 0, -4
COc1ccc(F)cc1COc1nc(C)nc2ccccc12
    -11, -8, 6, 0, -0.7, -2, -1, -2.7, -2, -2
O=C(COC(=O)c1ccccc1O)Nc1ncc(Cl)cc1Cl
    -2, -13, 1, 3, 1.0, -3, -5, 0.0, 3, -8
COc1ccc(Oc2ccc(/C=C/C(=O)c3cccc(OC)c3)cc2[N+](=O)[O-])cc1
    -4, -1, 5, 1, -0.9, 4, 2, -4.3, -1, 3
CCC1CCCCN1CCCNC(=O)CN1C(=O)COc2ccccc21 (stereo not given)
    0, 0, 0, 4, -2.9, 6, 0, -1.5, -10, 3
CC(C)C(NS(=O)(=O)c1ccc2c3c(cccc13)C(=O)N2)C(=O)O (stereo not given)
    -7, -11, 0, 1, 0.9, 0, 1, 0.6, -29, 0
NS(=O)(=O)c1cccc(NC(=O)CN2C(=O)C(=O)N(Cc3ccccc3)C2=O)c1
    3, -1, -4, -4, 0.1, 0, -4, -0.8, -5, -12
COC(=O)CCCC1=CC2=C(c3ccccc3)C(=O)C(C)(OC(=O)C3CCCC3)C(=O)C2=CN1CC(C)C (stereo not given)
    6, -2, -1, 2, -0.3, 10, 0, -6.7, 10, -5
COc1ccccc1N(CC(=O)NCCSCc1ccco1)S(=O)(=O)c1ccccc1
    6, -5, -2, -1, 0.2, -6, -3, 1.4, -4, -1
COc1ccc(N2CCOCC2)c(NC(=O)COc2cccc(C)c2)c1
    9, 0, -1, 3, 0.2, 1, -6, 0.6, -4, 6
O=C(Nc1ccncc1)c1cccc(S(=O)(=O)N2CCOCC2)c1
    -10, -7, 1, 2, -3.4, -7, -4, 1.1, -6, 3
CCn1c(/C=C/c2ccccc2C)nc2ccccc2c1=O
    1, -23, 8, -3, -0.5, 7, 51*, -0.5, -5, 25
COc1cccc(NC(=O)Cc2nnc(SCC(=O)NC3CCCCC3)n2C)c1
    -8, 0, 0, 4, 0.2, -3, ., 1.9, 3, -2
CC(C)Oc1ccc(CN2CCC(n3nccc3NC(=O)C3CC3)CC2)cc1
    -4, -7, 2, 4, -4.5, 2, ., 0.7, -3, -4
COc1ccc(Cl)cc1NS(=O)(=O)c1cn(C)nc1C
    12, 7, 0, 2, -2.1, -1, -3, -4.2, -4, 1
COc1cc(/C=N/O)cc(Br)c1OCc1ccc(Cl)cc1
    22, -3, 2, -2, ., -3, 1, -1.0, 19, 10
CCOCC(=O)Nc1ccc(S(=O)(=O)N2CCOCC2)cc1
    1, -3, ., 1, -1.3, 7, 2, -0.9, -6, 3
Cc1ccc(NC(=O)Cn2nc(C)c3ccccc3c2=O)cc1
    -7, -5, -1, -1, -0.5, 10, -1, -0.7, -1, 1
CC(C)[C@H](NC(=O)c1ccccc1F)C(=O)Nc1nc2c(s1)CCCC2
    5, -1, 14, 0, -2.4, -8, -2, 3.8, 13, 8
O=C1CN(C(=O)c2ccccc2)c2ccccc2N1
    6, 5, -5, -4, -0.6, 4, 1, 0.8, -12, 6
COC(=O)c1cccc(NC(=O)CSc2nnnn2C)c1
    -3, -4, 0, -2, -3.5, -4, 22, 0.3, -2, 6
CC(=O)Nc1cc(=O)c2cccnc2[nH]1
    0, -6, 0, 3, -0.5, 3, -4, 0.1, 1, -5
COCCNC(=O)c1c(N)n(/N=C/c2cccs2)c2nc3ccccc3nc12
    -7, -6, -1, -15, -0.8, -7, 10, 1.4, 10, 3
COc1ccc(Cl)cc1N1Cc2ccccc2C1
    0, -15, -2, -3, -1.9, 2, 0, -1.0, -6, -9
COc1cccc(CNS(=O)(=O)c2ccc3c(c2)CC(C)N3C(C)=O)c1 (stereo not given)
    -13, -12, -2, 5, -1.4, 1, -1, -0.7, 0, -3
COc1ccc(N=Nc2ccc3ccccc3c2)c(O)c1
    0, -3, 7, 5, -1.0, 8, -2, 9.2, -4, .
COc1cc2nc3occc3c(OC)c2cc1OC
    2, 3, 2, 3, -3.3, -1, -11, -0.2, -1, 16
COc1ccc(NC(=O)N2CCNC(=O)C2CC(=O)Nc2ccc(F)cc2)cc1 (stereo not given)
    14, 0, 0, 1, -0.5, -1, -4, 0.4, 4, 1
Oc1ccccc1C1Nc2cccc3cccc(c23)N1
    -1, -5, -2, 0, 1.0, -2, -8, 1.3, 3, .
CC1CCC(NC(=O)CN(C)S(=O)(=O)c2ccc3c(c2)CCC(=O)N3)CC1 (stereo not given)
    8, -5, 3, 0, -3.6, 0, 0, 1.1, 28, -1
N#CC(=C(c1ccccc1)c1ccccc1)c1ccccc1
    11, 6, 4, 1, 0.1, -1, 1, -1.2, 0, -3
C[C@@H]1C2CC(C/C2=N\NC(=O)c2ccncc2)C1(C)C (stereo not given in full)
    -10, 8, 2, 2, -2.3, -2, -2, -0.6, -1, 1
CC(NC(=O)c1ccco1)c1ccc2c(c1)OCO2 (stereo not given)
    -8, 6, -1, 8, -1.0, 4, -1, 0.1, -5, -4
O=C(Nc1nc(-c2cccc(Br)c2)cs1)Oc1ccccc1
    -15, 1, 13, -1, 0.0, 3, -3, 2.4, -3, 48
COc1ccccc1OC(=O)Nc1ccc(Cl)cc1
    3, 3, 5, -1, -1.9, 1, -5, 1.1, -6, .
Cc1ccc(C(=O)COC(=O)c2ccc(Br)o2)cc1C
    0, -8, 7, 7, 0.0, -5, -1, -0.2, -7, .
O=C(Cn1c(C(=O)N2CCc3ccccc3C2)cc2sccc21)c1ccccc1
    12, -1, -2, 6, -0.4, 0, -6, -1.1, -5, -19
CC12CCC(=O)N1C(C(=O)Nc1ccc(Cl)c(Cl)c1)CS2 (stereo not given)
    -8, -10, -2, 2, -1.6, 3, -5, 1.8, 3, 12
CC(C)CC(C(=O)OCC(=O)c1c(N)n(C)c(=O)n(C)c1=O)N1C(=O)c2ccccc2C1=O (stereo not given)
    8, -15, ., 2, -2.5, -2, -1, 0.5, 4, 8
NC(=O)c1cccnc1OCC(F)(F)F
    -1, -2, -1, -6, -0.1, 14, -6, 1.0, 0, 8
COc1cccc(NC(=O)c2cc(S(=O)(=O)N3CCc4ccccc43)cn2C)c1
    -14, 0, -5, 2, -0.3, 4, ., -0.8, 10, -1
O=C(Cc1cccs1)N1CCN=C1SCc1ccccc1Cl
    6, -3, 1, 1, -1.6, 1, -2, 0.4, 4, 7
CC(=O)NCCn1c(SCc2ccc(C)cc2)nc2ccccc2c1=O
    -3, 3, ., 3, -0.5, -1, -1, 2.3, -4, .
CCC(=O)N(CCCN(C)C)c1nc(-c2cc(OC)ccc2OC)cs1
    4, 2, ., -4, -0.1, 2, -2, 3.8, 20, .
CC(=O)c1ccc(OCc2cc(C(=O)NC3CCCCC3)no2)cc1
    -2, -12, 32*, -2, -1.5, -6, 2, -0.3, 21, 103*
CC1CCCC(C)N1C(=O)CN1C(=O)C(C)(C)Oc2ccc(C(=O)NC3CCCCC3)cc21 (stereo not given)
    -2, -15, ., -2, 6.3, 0, 0, 0.0, 28, .
O=C(Nc1ccc(S(=O)(=O)Nc2nccs2)cc1)C1CC(=O)N(c2ccc(Cl)cc2)C1 (stereo not given)
    4, -1, 1, -1, -3.0, 3, -5, 0.8, 2, .
O=C(O)C(Cc1c[nH]c2ccccc12)N1C(=O)C2C3c4ccccc4C(c4ccccc43)C2C1=O (stereo not given)
    7, -5, -1, 0, 0.1, 1, 2, -5.7, 5, -30
O=C(c1ccccc1[N+](=O)[O-])N1CCC(Cc2ccccc2)CC1
    5, -9, -1, 8, -1.4, 2, ., 1.2, 0, -9
Cc1ccc(C)c(OCC(=O)Nc2ccc(S(=O)(=O)Nc3ccccn3)cc2)c1C
    -1, -2, -4, -2, -0.9, 1, -6, 0.1, -1, -14

# Source: PubChem BioAssay (several laboratories)
